hIAP activ = increases human intestinal alkaline phosphatase activity; P09923; purified human IAP, CDP-Star luminescence, 30 min; stronger effect = higher value; 1 = vehicle-only enzyme, 0 = enzyme-free background; activation factor at 10 µM; 0.16% of 330,000 active;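 active = activation factor of the enzyme at least 2-fold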; also: the source names both 10 and 20 µM as test concentration; values of inactives mirror those of a sister screen read the other way
Target sequence (P09923 whole entry, looked up): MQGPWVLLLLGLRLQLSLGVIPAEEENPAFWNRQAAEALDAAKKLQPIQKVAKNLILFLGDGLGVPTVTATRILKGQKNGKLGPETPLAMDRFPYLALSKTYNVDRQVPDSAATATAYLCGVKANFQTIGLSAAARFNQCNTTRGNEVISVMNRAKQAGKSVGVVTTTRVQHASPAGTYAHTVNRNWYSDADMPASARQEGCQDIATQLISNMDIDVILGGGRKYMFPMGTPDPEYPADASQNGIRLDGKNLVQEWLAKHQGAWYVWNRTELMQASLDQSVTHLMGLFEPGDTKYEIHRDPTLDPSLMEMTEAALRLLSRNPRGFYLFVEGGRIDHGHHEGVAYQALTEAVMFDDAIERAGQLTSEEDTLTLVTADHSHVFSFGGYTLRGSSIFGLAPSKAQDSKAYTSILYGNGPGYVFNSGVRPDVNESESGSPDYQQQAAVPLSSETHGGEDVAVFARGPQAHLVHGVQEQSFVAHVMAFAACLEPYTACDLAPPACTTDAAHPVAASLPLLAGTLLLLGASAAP
Apaf-1 inh = human Apaf-1 inhibition; reconstituted apoptosome caspase-3 activity, DEVD-Rh110 fluorescence; inhibition, % at 20 µM; 0.71% of 330,000 active; AID 489030; active = inhibition of at least 40% at 20 µM;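 also: plate controls were DMSO wells for no effect and DEVD-CHO caspase inhibitor wells for full effect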
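Material: reconstituted apoptosome with Apaf-1, cytochrome c, caspase-9, procaspase-3, dATP. Technique: Rh110 fluorescence intensity. Buffer or medium: pH 7.5 Hepes buffer with CHAPS, BSA, DTT. Times: 30 min plus 50 min, RT.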
NALP3 yeast inh = blocks the NALP3 inflammasome reconstituted in yeast | inhibition, % at 10 µM | AID 2825 | 0.39% of 330,000 active | Yeast reconstituted NLRP3/ASC/caspase-1, beta-gal luminescence, 24 h;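 active = inhibition of 50% or more; inactive = inhibition below 50%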;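 also: plate controls were induced DMSO wells for no effect and uninduced yeast grown without galactose for full effect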
tim10-1 inh = tim10-1 yeast growth inhibition; S. cerevisiae tim10-1 ts strain growth, BacTiter-Glo, 24 h; inhibition, % at 20 µM; 2.2% of 330,000 active;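 active = inhibition of at least 40%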;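 also: mutant grown at 25 °C; 0% = DMSO wells with yeast and 100% = wells holding no yeast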
mIAP inh = blocks mouse intestinal alkaline phosphatase; purified mouse IAP, CDP-Star luminescence, 30 min; inhibition, % at 10 µM; 0.2% of 330,000 active;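 active = inhibition of at least 40% at 10 µM in the primary screen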;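 also: plate controls were DMSO with enzyme for no effect and no enzyme wells for full effect; values of inactives mirror those of a sister screen read the other way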
ATG4B inh = inhibitors of human ATG4B cysteine protease. inhibition, % at 8.33 µM. 0.51% of 340,000 active. ATG4B cleavage of LC3-PLA2, NBD-HPC fluorescence, 1 h; in the data active = inhibition above about 40%
Target sequence (Q9Y4P1 whole entry, looked up): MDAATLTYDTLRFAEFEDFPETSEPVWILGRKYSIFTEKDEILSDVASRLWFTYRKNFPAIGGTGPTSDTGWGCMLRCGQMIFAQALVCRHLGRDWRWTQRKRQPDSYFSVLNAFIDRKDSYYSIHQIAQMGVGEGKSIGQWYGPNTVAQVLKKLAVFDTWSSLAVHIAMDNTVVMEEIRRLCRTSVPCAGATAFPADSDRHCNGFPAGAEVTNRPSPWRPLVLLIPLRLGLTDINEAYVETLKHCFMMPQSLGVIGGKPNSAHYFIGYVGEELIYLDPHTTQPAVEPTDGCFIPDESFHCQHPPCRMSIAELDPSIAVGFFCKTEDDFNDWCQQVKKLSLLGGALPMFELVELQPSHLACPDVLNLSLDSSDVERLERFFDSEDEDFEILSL
TIM10 inh = TIM10 yeast growth inhibition; inhibition, % at 10 µM; AID 463195; 1.4% of 330,000 active; S. cerevisiae TIM10 strain growth, BacTiter-Glo luminescence, 24 h;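 active = inhibition of 40% or more at the single tested concentration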;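 also: wild-type TIM10 isogenic control strain grown at permissive 25 °C; 0% = DMSO yeast wells and 100% = minimal medium wells without yeast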
hIAP inh = human IAP inhibition; purified IAP, CDP-Star luminescence, 30 min; 0.12% of 330,000 active; inhibition, % at 10 µM; P09923;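 active = inhibition reaching a set limit with compound at 10 µM in the primary screen, cut at about 35% in these data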;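 also: plate controls were DMSO wells with enzyme for no effect and no-enzyme buffer wells for full effect; values of inactives mirror those of a sister screen read the other way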
mIAP act = mouse IAP activation | 0.24% of 330,000 active | activation factor at 10 µM | muIAP, CDP-Star luminescence, 30 min; stronger effect = higher value; 1 = vehicle-only enzyme signal, 0 = enzyme-free wells;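 active = activation factor of at least 2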; also: the source names both 10 and 20 µM as test concentration; values of inactives mirror those of a sister screen read the other way
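System: Mouse IAP enzyme | Also added: CDP-Star substrate | Dosing: Compounds dispensed in DMSO | Schedule: 30 min enzyme-substrate-compound incubation at room temperature | Technique: Chemiluminescence readout | Control set: DMSO-only wells and no-enzyme negative control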
* hit, by the source's call; / = no result given. Rows were taken by chance; about 4.5% have a hit in one of these screens.

SMILES | hIAP activ | Apaf-1 inh | NALP3 yeast inh | tim10-1 inh | mIAP inh | ATG4B inh | TIM10 inh | hIAP inh | mIAP act
Cc1cc(C(=O)NCc2cc(C(=O)O)oc2C)c(C)o1 | 0.98 | 11 | -1 | 1 | 0 | -8 | -7 | 2 | 1
COc1ccc(NC(=O)CCSCCc2ccccn2)cc1OC | 1.2 | -7 | -1 | -22 | -3 | 27 | 2 | -17 | 1
Cc1cc(N2CCCCC2)nc(NCc2ccccc2)n1 | 0.84 | -7 | 5 | 19 | 5 | 6 | 14 | 16 | 0.95
COc1ccc(C2CC(c3ccccc3)Nc3nc(NC(=O)c4cccs4)nn32)cc1 (centres undefined) | 1.4 | 22 | 10 | 21 | -1 | 8 | 10 | -38 | 1
O=C(NCc1ccccc1)C1C2C=CC3(CN(Cc4cccnc4)C(=O)C13)O2 (centres undefined) | 1.1 | -11 | 6 | -1 | 6 | -7 | -8 | -5 | 0.94
CCc1nnc(NC(=O)CSc2ccc(-c3nc4ccccc4[nH]3)cn2)s1 | 0.95 | -14 | 15 | 14 | 2 | -24 | 12 | 5 | 0.98
O=C(Nc1cc(C(F)(F)F)ccc1N1CCOCC1)C1=COCCO1 | 0.97 | 12 | 28 | 13 | -9 | 1 | 4 | 3 | 1.1
CCN1CCc2nc(SCC(=O)Nc3ccc(OC)cc3)c(C#N)cc2C1 | 0.91 | 24 | 5 | 16 | 22 | -1 | 5 | 9 | 0.78
Cc1ccc2[nH]c(=O)c3cc(C(=O)NCCC(C)C)sc3c2c1 | 0.92 | 20 | 7 | 19 | 3 | -7 | 9 | 8 | 0.97
C=CCNC(=O)COc1c(C)ccc(C)c1C | 1 | -22 | -4 | 6 | 8 | -6 | -1 | -2 | 0.92
Cc1cc(C)cc(NC(=O)CC2NCCNC2=O)c1 (centres undefined) | 0.94 | -19 | 10 | 18 | 4 | -1 | 4 | 6 | 0.96
CCOC(=O)Cc1csc(NC(=O)c2ccc(NC(C)=O)cc2)n1 | 1.1 | -9 | 4 | 7 | 6 | 3 | 5 | -9 | 0.94
O=C(NC1CCN(C(=S)NCCc2ccccc2)CC1)C1CCCCC1 | 1.1 | 1 | 17 | 6 | 6 | -4 | 6 | -7 | 0.94
Cc1ccc(CN2CCC(CNC(=O)C3CCCN(c4ncnc5c4nc4n5CCCCC4)C3)CC2)cc1 (centres undefined) | 0.82 | 8 | 6 | -12 | -7 | 8 | 0 | 18 | 1.1
COc1ccc(-c2nnc(SCC(=O)N3CCCC(C)C3)o2)c(OC)c1 (centres undefined) | 0.95 | -10 | 29 | -1 | 4 | -4 | -3 | 5 | 0.96
CCOC(=O)c1ccc(NC(=S)N2CCCC(C)C2)cc1 (centres undefined) | 0.99 | -2 | 30 | 25 | 14 | 0 | 27 | 1 | 0.86
COC(=O)Cn1cc([N+](=O)[O-])nc1C | 1 | 3 | 10 | 0 | 10 | 2 | -11 | -2 | 0.91
CC(C)C(C(=O)N1CCN(C(=O)OC(C)(C)C)CC1)n1cc(-c2cn([C@@H](C)C(=O)N3CCN(C(=O)OC(C)(C)C)CC3)nn2)nn1 (some centres undefined) | 1 | 3 | 20 | 7 | -9 | / | 9 | -1 | 1.1
O=C(c1ccc(F)cc1)C(CCCCCC(CN1CCOCC1)C(=O)c1ccc(F)cc1)CN1CCOCC1 (centres undefined) | 1 | 15 | 8 | 19 | -9 | -4 | 17 | -3 | 1.1
COc1ccc(Br)cc1CNC(C)c1ccccc1 (centres undefined) | 0.95 | -1 | 14 | 13 | 5 | 3 | -1 | 5 | 0.95
CCCN1CCN(c2nc(-c3cccs3)nc3ccccc23)CC1 | 1 | 5 | 26 | 15 | 5 | 6 | 2 | -1 | 0.95
CCN1CCN(CCCNC(=O)CCC(=O)N2CCOc3ccccc32)CC1 | 0.98 | 22 | 1 | 8 | -20 | 4 | -7 | 2 | 1.2
CCOC(=O)CCc1n[nH]c(=O)[nH]c1=O | 1.1 | -12 | 4 | -4 | 4 | 6 | 0 | -11 | 0.96
O=C1NC(=NCc2ccccc2)S/C1=C/c1ccc(O)cc1 | 0.97 | -11 | 8 | 4 | 13 | -9 | 15 | 3 | 0.87
CCN(C(=O)COC(=O)c1ccc(SC)cc1OC)C1CCS(=O)(=O)C1 (centres undefined) | 0.92 | 2 | 5 | -6 | -5 | -7 | 5 | 8 | 1
NC(=O)CSc1nnc(Cc2csc(Nc3ccccc3)n2)n1Cc1ccccc1 | 1 | 3 | 17 | 5 | -6 | 2 | 7 | -1 | 1.1
O=C(NCCN1CCOCC1)c1ccc(Cl)c(Cl)c1 | 1.1 | -1 | 17 | -2 | -1 | 3 | -4 | -8 | 1
CCn1cc(C(=O)O)c(=O)c2cc(S(=O)(=O)N3CCCCCC3)ccc21 | 1.2 | 3 | 9 | -9 | 2 | 3 | 2 | -20 | 0.98
O=C(CSC1=NCCN1)Nc1cccc([N+](=O)[O-])c1 | 0.94 | -10 | 1 | 9 | 23 | -7 | -13 | 6 | 0.77
COc1ccc(-c2nnn(CC(=O)N(Cc3cccs3)C(C)C(=O)NC3CCCC3)n2)cc1OC (centres undefined) | 0.94 | 12 | 10 | 9 | -7 | -13 | 20 | 6 | 1.1
O=C(c1cccc(N2C(=O)c3ccccc3C2=O)c1)N1CCCCCC1 | 1.2 | 8 | 28 | -24 | -7 | 0 | 9 | -17 | 1.1
CCn1c(Cc2ccccc2)nnc1SCC(=O)Nc1ccc(OC)cc1 | 0.95 | 5 | -6 | 28 | 1 | 3 | 14 | 5 | 0.99
COc1ccc(NS(=O)(=O)c2ccc(SC)cc2)cc1 | 1.1 | -11 | 9 | 19 | -7 | 3 | -7 | -5 | 1.1
O=C1/C(=C/c2ccc(C(=O)O)cc2)CCC/C1=C\c1ccc(C(=O)O)cc1 | 0.76 | -10 | 13 | 4 | 13 | 3 | 2 | 24 | 0.87
C/C(=N\NC(=S)NC(C)C)c1ccc(-n2ccnc2)cc1 | 1.2 | 7 | 18 | 43* | 0 | -7 | 22 | -20 | 1
CC(=O)NC(CCS(C)(=O)=O)C(=O)Nc1cccc(C(C)=O)c1 (centres undefined) | 1.1 | -20 | -5 | -3 | 4 | 1 | -4 | -13 | 0.96
CC(C)c1ccc(C2C(C#N)=C(N)N3C(=C2C#N)Sc2ccccc23)cc1 (centres undefined) | 0.94 | -2 | 22 | 20 | -10 | / | 6 | 6 | 1.1
Cc1ccccc1NC(=O)N1CCN(c2ncccn2)CC1 | 1.2 | 0 | 1 | -6 | -3 | 5 | -8 | -18 | 1
CN(C(=O)COC(=O)c1cccc(S(=O)(=O)N2CCOCC2)c1)C1CCS(=O)(=O)C1 (centres undefined) | 0.94 | 0 | 10 | 16 | 11 | -11 | 7 | 6 | 0.89
O=C(Oc1ccccc1)c1cc2ccccc2oc1=O | 1.1 | -19 | 8 | 14 | -3 | 5 | -4 | -8 | 1
Clc1ccc(-c2c[n+](Cc3cccc(Cl)c3)c3n2CCC3)cc1 | 1.1 | -6 | 2 | -6 | 0 | 15 | 15 | -10 | 0.99
Cc1cc(=O)oc2cc(OCC(=O)OC(C)C(=O)Nc3ccc(S(N)(=O)=O)cc3)ccc12 (centres undefined) | 1.1 | -10 | -2 | -12 | -4 | -4 | -2 | -7 | 1
O=C(COc1ccc(Cl)cc1)NNC(=O)c1ccccc1C(=O)O | 1 | -4 | 22 | -26 | 12 | 4 | -2 | -1 | 0.88
NS(=O)(=O)c1ccc(CCNC(=O)c2cc([N+](=O)[O-])ccc2N2CCCCC2)cc1 | 0.99 | 1 | 21 | 7 | 8 | -7 | -3 | 1 | 0.92
CC(C)(C)c1ccc(SCC(N)=O)cc1 | 0.82 | 17 | 17 | 11 | -5 | 5 | -18 | 18 | 1
COc1ccc(NC(=O)C(C)SCc2ccccc2)cc1OC (centres undefined) | 1 | -12 | 5 | 8 | -13 | -1 | 13 | -3 | 1.1
COc1ccccc1N1CCN(C(=O)C(=O)c2c(C)[nH]c3ccccc23)CC1 | 1.1 | -6 | 7 | 23 | 1 | -10 | 19 | -7 | 0.99
O=C(/C(N=Nc1cccc(C(F)(F)F)c1)=C(/O)c1cccs1)C(F)(F)F | 0.84 | 16 | 9 | 40* | 19 | 13 | 0 | 16 | 0.81
Cn1c(SCC(=O)N2CCN(c3ccccc3)CC2)nnc1-c1ccncc1 | 1.2 | -7 | 14 | 3 | 1 | 0 | -26 | -19 | 0.99
COc1ccccc1-n1cnnc1SCc1csc(-c2ccccc2)n1 | 0.99 | 6 | 18 | 15 | -2 | -13 | 10 | 1 | 1
CCCCCCCC(=O)NNC(=O)c1ccc(F)cc1 | 1.4 | 5 | 31 | -22 | -3 | -2 | -14 | -36 | 1
CCC(=O)c1ccc(OCC(=O)OCC(=O)N2c3ccccc3NC(=O)C2(C)C)cc1 | 1.2 | 8 | 20 | 1 | 2 | 0 | -15 | -20 | 0.98
Cc1cc(C)cc(NC(=O)CCN2C(=O)c3ccccc3C2=O)c1 | 1 | -5 | 9 | 15 | 1 | -7 | -16 | -2 | 0.99
CC1(C)C(=O)Nc2ccccc2N1C(=O)COC(=O)c1cccnc1Cl | 1.1 | 5 | 9 | 6 | 12 | -13 | 8 | -8 | 0.88
CCn1c(SCc2c(Cl)cccc2Cl)nnc1-c1nn(-c2ccccc2)ccc1=O | 1.2 | 6 | 11 | 16 | 6 | 0 | 17 | -19 | 0.94
CC(=O)Nc1scc(C)c1-c1nc2ccccc2s1 | 1.1 | -9 | 30 | 21 | -8 | -3 | 16 | -15 | 1.1
Nc1cc(=O)[nH]c(SCC(=O)Nc2ncc(C(F)(F)F)cc2Cl)n1 | 0.98 | -12 | -13 | 5 | 10 | 5 | 0 | 2 | 0.9
Cc1ccc(N2CC(c3nc4ccccc4n3C)CC2=O)cc1 (centres undefined) | 1.1 | 0 | 3 | 14 | 1 | -12 | 0 | -10 | 0.99
Cc1cc(C)cc(NC(=O)Nc2ccc(NC(=O)c3ccccc3O)cc2)c1 | 0.99 | 6 | 1 | -22 | -3 | -1 | 7 | 1 | 1
CC(=O)C1=C(O)C(=O)N(c2ccccn2)C1c1ccccc1[N+](=O)[O-] (centres undefined) | 0.97 | 5 | -4 | 13 | -6 | -1 | -3 | 3 | 1.1
FC(F)(F)c1cc(-c2cccs2)nc(N2CCOCC2)n1 | 1.1 | 2 | 15 | 1 | 3 | 6 | -17 | -7 | 0.97

Assay outcomes from PubChem.
